# Bioassay records deposited in PubChem by National Center for Advancing Translational Sciences (NCATS).
# TCR act: T cell receptor activation; primary human leukocytes, anti-CD3, IL-2 HTRF, 48 h; Potency, µM (top dose mostly 9.22 µM), without a hit: top-dose activation of IL-2 secretion, usual class: activators; AID 504894; 330,000 tested, under 10 active; note: % of control where 0% means no effect
#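 IL-2 release read by HTRF sandwich (Eu cryptate donor, d2 acceptor, 665 nm emission) after 48 hr exposure of primary human leukocytes to compound together with anti-CD3 beads in the absence of co-stimulatory signals.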
# PTAP TSG101 blk: blocks PTAP/TSG101 interaction to inhibit HIV-1 budding; Fluorescence polarization, FITC-PTAP peptide / Tsg101 binding; 340,000 tested, under 10 active; Potency, µM (highest dose often 115 µM), without a hit: top-dose activity change, negative = inhibition, most hits filed as inhibitors; active = well fitted inhibition curve with a large enough effect in the main read-out, with a control signal flat, not every such curve was filed as active; inconclusive = small, poorly fitted or top-dose-only effect, or effect the other way, or a change in a side signal; inactive = no such curve, though single readings can be large or run the other way; note: potency is the fitted concentration of half-maximal effect; % of control where 0% means no effect
#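 FP read-out: FITC-PTAP peptide, 50 nM final, binding Tsg101 binding domain, 10 uM final; 20 min, r.t.; 10 mM HEPES pH 7.5, 0.15 M NaCl, 0.01% Tween 20, 3 mM EDTA, 0.1 mM TCEP.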
# BRCA1 expr up: activators of BRCA1 expression | MCF7-BRCA1-FFLuc reporter, luminescence, 48 h; response scale: scaled: vehicle 0%, 10 µM genistein 100% | Potency, µM (series often up to 46.1 µM), for inactives: at the top dose activation, hits mostly activators | 1.1% of 380,000 active | AID 624202; note: potency is the fitted concentration of half-maximal effect; nearly all actives have a fitted effect of over 80% in size; some results filed as inactive show a strong effect at the top dose
#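 Quantitative HTS in MCF7 cells stably reporting BRCA1 expression via firefly luciferase. Compound treatment lasts 48 h at 37 °C in phenol-red free MEM. Activation is expressed relative to genistein at 10 microM and DMSO.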
# CXXC DNA block: blocks binding of human MLL CXXC domain to DNA; Q03164; MLL-CXXC / FITC-HOXA9 DNA fluorescence polarization; Potency, µM (highest dose often 115 µM), for inactives: at the highest dose activity change, negative = inhibition, actives largely listed as inhibitors; 0.037% of 290,000 active; AID 2662; active = well fitted inhibition curve with a large enough effect in the polarisation, with a control signal flat, not every such curve was filed as active; inconclusive = small, poorly fitted or top-dose-only effect, or effect the other way, or a change in a side signal; inactive = no such curve, though single readings can be large or run the other way; the % refers to the polarisation; note: potency is the fitted concentration of half-maximal effect
#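 Purified MLL-CXXC (added from a 7 uM solution) was preincubated 5 min at ambient with pinned compounds in 50 mM Tris-HCl pH 7.5, 50 mM NaCl, 1 mM DTT, 0.05% BSA. Fluorescein-labeled HOX-A9 DNA (50 nM solution) followed, 30 min, then polarization read.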
# TRPV1 agonist: activates the human vanilloid receptor TRPV1; Q8NER1; TRPV1-expressing cells, Fluo-8 calcium influx, agonist mode; activation, % at 8.33 µM; 0.19% of 320,000 active; AID 540275; in the data active = activation above about 80%; inconclusive = between about 30% and that limit; note: 0% is about no effect
#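 TRPV1-expressing cells were cultured overnight at 35.5C and loaded with Fluo-8 calcium dye for 40 to 90 min at room temperature. After a 10 s baseline, compound was added and calcium influx was read kinetically for 3 min (ex 480/em 520 nm).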
# AT treatment: candidate therapy for ataxia-telangiectasia. AID 485349. […] A-T fibroblasts, KAP-1 phosphorylation AlphaLISA; neocarzinostatin DNA damage 30 min before lysis. 0.19% of 320,000 active. Potency, µM (top dose mostly 57.5 µM), for the others: top-dose activation, most hits filed as activators; note: potency is the fitted concentration of half-maximal effect; % of control where 0% means no effect; nearly all actives have a fitted effect of over 45% in size
#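 hTERT-immortalized A-T patient fibroblasts ([…]), 500 cells/well in OPTI-MEM, 1% FBS, got compounds for 60 min, then NCS for 30 min at 37C. Lysates were then assayed for phospho-KAP-1 by AlphaLISA (anti-pKAP1 donor, anti-KAP1 acceptor beads), 6 hr at 25C.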
# a7 integrin act: integrin-mediated muscular dystrophy alleviation activation; alpha7betagal myoblasts, beta-gal FDG fluorescence, 48 h; Potency, µM (top dose mostly 38.3 µM), without a hit: at the highest dose activation, usual class: activators; 0.064% of 350,000 active; AID 624291;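 note: potency is the fitted concentration of half-maximal effect; 100% = response of the positive control SU9516; nearly all actives have a fitted effect of over 60% in size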
#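 Alpha7betagal+/- myoblasts (passage 13) were plated 16-24 hr, then exposed to compounds (1:260 dilution of DMSO stock) for 48 hours at 37C. After MPER lysis, β-galactosidase reporter activity was read as FDG fluorescence (ex 480/em 540) after 30 minutes.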
# ELG1 DNA repair: blocks ELG1-dependent DNA repair in HEK293T cells. Potency, µM (series often up to 46.1 µM), inactives show top-dose activity change, negative = inhibition, hits mostly inhibitors. HEK293T ELG1-luciferase reporter, luminescence, 16 h; DNA damage induced by 5-fluorouridine. 2.3% of 330,000 active; note: potency is the fitted concentration of half-maximal effect; % is set by controls: 0 for no effect and ±100 for the full control effect; nearly all actives have a fitted effect of over 55% in size
#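 DMSO vehicle served as the neutral condition. Each well held 2,000 cells given 5-fluorouridine plus compound; after 16 hr at 37 °C/5% CO2, ONE-Glo was added and luciferase measured 30 min later.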
# B2AR arrestin: agonists driving beta-arrestin recruitment to human beta2-adrenergic receptor | P07550 | beta-arrestin recruitment to beta2AR, cell-based reporter | Potency, µM (doses to about 46.1 µM), for the others: top-dose activation, most hits filed as activators | 0.02% of 330,000 active | AID 492947;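 note: potency is the fitted concentration of half-maximal effect; 0% = DMSO controls and full agonism = EC100 isoproterenol or metaproterenol; nearly all actives have a fitted effect of over 65% in size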
# p53 reactivator: restores transcriptional activity of mutant p53; H1299 p53-A138V BP100-luciferase reporter, luminescence, 24 h; Potency, µM (series often up to 92.2 µM), for inactives: at the highest dose activity change, positive = activation, most hits filed as activators; 0.063% of 320,000 active; AID 504706; note: potency is the fitted concentration of half-maximal effect; % of control where 0% means no effect; nearly all actives have a fitted effect of over 45% in size
#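 p53-null H1299 cells stably carrying temperature-sensitive p53-A138V and a BP100-luciferase reporter were pinned with compounds (4-point, 1:5 series) and held 24 hrs at 37 deg C. Luminescence was read 10 min after detection reagent.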
# Starred values were filed as active, the others as inactive; u = inconclusive; x = no result given; & = joins results of further samples; [ ] = remark or other dose. Unless noted, calls come from the whole dose curve; as a rule, active = well fitted curve in the direction sought with a large enough effect; inconclusive = small, poorly fitted or top-dose-only effect, or another doubt; inactive = no such curve, though single readings can be large; an effect the other way counts as inactive or inconclusive.
SMILES,TCR act,PTAP TSG101 blk,BRCA1 expr up,CXXC DNA block,TRPV1 agonist,AT treatment,a7 integrin act,ELG1 DNA repair,B2AR arrestin,p53 reactivator
O=C(CCCC(=O)OCC1CCCO1)OCC1CCCO1 (stereo not given),1%,-5%,3%,6%,1,2%,13%,10%,-0.5%,10%
O=C1NC(=O)/C(=C/c2ccc(N3CCOCC3)o2)N1,6%,18%,4%,95%[activator],8,11%,0%,u,-0.1%,1%
CC(C)(O)CCC(C)(C)O,-2%,-2%,-1%,x,1,6%,x,4%,-1.1%,0%
COC(=O)CNC(=O)C(Cc1c[nH]c2ccccc12)NC(=O)Oc1ccccc1 (stereo not given),6%,-3%,-8%,0%,5,0%,7%,14%,-0.8%,-4%
Cn1c(SCC(=O)c2ccccc2)nnc1-c1cccc(N)c1,6%,-2%,34%,5%,0,x,-18%,u,0.0%,u
Cc1ccc(N2C(=O)[C@@H]3[C@H](C2=O)[C@H]2C=C(C(=O)c4ccccc4)C=CN2[C@@H]3C(=O)c2ccc(Cl)cc2)cc1,9%[46.1 µM],-1%,4%,2%,0,-5%,12%,u,-0.3%,-3%
CCOc1ccc(NC(=O)c2ccccc2O)cc1,2%[46.1 µM],-4%,u,5%,u,-3%,16%,u,0.2%,x
COc1ccc(-c2nc(CN3CCCCC3c3cccnc3)c(C)o2)c(F)c1 (stereo not given),x,-3%,3%,1%,3,0%,-15%,-2%,0.0%,-4%
CCOC(=O)CSc1ccc(-c2nc3cc(C)c(C)cc3[nH]2)cn1,-3%,-6%,3%,3%,u,-6%,19%,u,-0.2%,u
O=C(CCSCc1ccc(Cl)cc1)NCCC1=CCCCC1,-8%[46.1 µM],0%,1%,1%,u,5%,-5%,8%,-0.1%,-2%
CC(=O)N1C2CCCCC2S[C@H]2CCCCC21 (stereo not given in full),-1%,-1%,0%,-2%,5,2%,8%,-7%,0.0%,2%
Cc1nn2c(N3CCCC3)c3c(nc2c1-c1ccccc1)CCC3,-2%,1%,6%,1%,10,-1%,-20%,u,0.3%,-2%
Cc1nn(C)c(Sc2ccccn2)c1[N+](=O)[O-],3%,-3%,12%,-3%,3,10%,-25%,-3%,-0.7%,10%
O=C(CC1NCCNC1=O)NC1Cc2ccccc2C1 (stereo not given),1%,0%,-16%,24%,0,-6%,0%,0%,0.0%,-2%
CCOc1ccc2[nH]c(=O)c(CN(CCN3CCCC3)C(=S)Nc3ccccc3OC)cc2c1,1%,-6%,-9%,19%,18,-6%,-50%[inhibitor],-4%,-0.9%,4%
CCN1CCn2c3c(c4cc(C)ccc42)CCCC31 (stereo not given),1%,-3%,-6%,12%,8,3%,6%,9%,-0.2%,12%
CC(C)Cc1n[nH]c(=O)[nH]1,0%,-6%,17%,3%,-3,9%,-13%,9%,0.0%,1%
CCOC(=O)c1ccc(NC(=O)COc2cc(=O)n(CC)c3ccccc23)cc1,0%,1%,-5%,-8%,2,-11%,-3%,-1%,0.0%,-5%
COc1cc(/C=C2\C(=O)N(c3ccccc3)N=C2C)ccc1Oc1ccc([N+](=O)[O-])cc1[N+](=O)[O-],0%[46.1 µM],-6%,46%,u,1,0%,-55%[inhibitor],u,-0.6%,18%
O=C(Nc1cc(=O)[nH]c2nc(-c3ccccc3)nn12)c1ccccc1Cl,-1%,4%,0%,-3%,-2,11%,5%,8%,-0.1%,3%
COc1ccc(NC(=O)CN(c2ccc(OC)c(Cl)c2)S(=O)(=O)c2ccccc2)c(OC)c1,0%,0%,-28%,5%,0,-6%,33%,-20%,4.8%,x
Cc1ccnc(NC(=O)CNC(=O)COc2ccccc2)c1,7%,-4%,12%,x,2,1%,7%,u,0.3%,16%
COCc1ccc(C(=O)N2CCCC(Nc3ccc(C(C)C)cc3)C2)s1 (stereo not given),4%,x,-36%,-3%,u,4%,4%,-9%,-1.1%,-4%
Cc1ccc(S(=O)(=O)N(C)c2ccccc2C(=O)Nc2ccc(F)cc2F)cc1,-4%,-13%,-7%,-5%,8,12%,-25%,-20%,-0.6%,2%
CC1(C)Cc2c(c(N3CCOCC3)nc3sc4c(=O)[nH]cnc4c23)CS1,1%,-3%,-30%,-3%,2,-1%,-13%,-7%,0.8%,-2%
O=C(Nc1ccccc1)c1ccccc1NS(=O)(=O)c1ccc(Cl)s1,8%[46.1 µM],-4%,x,x,7,6%,6%,-16%,-0.5%,9%
COc1cccc(NC(=O)COc2coc(CN3CCc4ccccc4C3)cc2=O)c1,0%,-2%,0%,x,-1,-2%,-24%,-1%,-1.1%,6%
O=C(NC1CCCc2ccccc21)c1ccccn1 (stereo not given),-4%,-8%,0%,-14%,6,-3%,u,13%,-0.1%,-6%
COc1ccccc1NC(=O)C1CCN(C(=O)c2ccco2)CC1,0%,1%,-17%,0%,3,16%,-14%,4%,-0.3%,2%
COCCNC(=O)Cn1cc(/C=N/NC(=O)c2ccc(Oc3ccc(O)cc3)cc2)c2ccccc21,-7%,-1%,-11%,0%,-2,-6%,3%,u,0.5%,7%
C/C(=N\NC(=O)c1ccc(Cl)c(Cl)c1)c1cccc(NC(=O)C(C)C)c1,0%,-5%,-19%,6%,-4,-1%,-9%,-2%,-1.0%,1%
O=C(CSc1nc2ccccc2s1)NC1CCCC1,-3%,2%,0%,-12%,12,12%,29%,0%,0.5%,5%
Clc1ccc(/C=N/NC(=Nc2ccccc2)c2ccccn2)c(Cl)c1,2%,0%,28%,-2%,1,2%,-32%,u,0.6%,5%
Cn1c(N2CCN(S(=O)(=O)c3ccc(Cl)cc3)CC2)nc2ccccc21,-14%,0%,-14%,0%,1,5%,2%,u,-0.1%,-4%
COc1c(O)cc2oc(-c3ccc(O)c(O)c3)cc(=O)c2c1O,3%,-2%,69%,-4%,2,-23%,-10%,u,9.6%,u
COc1ccc(OCCN2C(=O)NC(C)(c3ccc(C)cc3)C2=O)cc1 (stereo not given),1%[46.1 µM],-4%,-10%,0%,5,10%,-6%,-27%,-0.2%,-13%

# Laid out differently: results already given
> Cn1c(N2CCN(S(=O)(=O)c3ccc(Cl)cc3)CC2)nc2ccccc21
  TCR act: -14% | PTAP TSG101 blk: 0% | BRCA1 expr up: -14% | CXXC DNA block: 0% | TRPV1 agonist: 1 | AT treatment: 5% | a7 integrin act: 2% | ELG1 DNA repair: u | B2AR arrestin: -0.1% | p53 reactivator: -4%

> COc1c(O)cc2oc(-c3ccc(O)c(O)c3)cc(=O)c2c1O
  TCR act: 3% | PTAP TSG101 blk: -2% | BRCA1 expr up: 69% | CXXC DNA block: -4% | TRPV1 agonist: 2 | AT treatment: -23% | a7 integrin act: -10% | ELG1 DNA repair: u | B2AR arrestin: 9.6% | p53 reactivator: u

# Next part.
SMILES,TCR act,PTAP TSG101 blk,BRCA1 expr up,CXXC DNA block,TRPV1 agonist,AT treatment,a7 integrin act,ELG1 DNA repair,B2AR arrestin,p53 reactivator
COc1ccc(C2Nc3ccccc3C(=O)N2Cc2ccco2)cc1COc1ccc(NC(C)=O)cc1 (stereo not given),2%,-6%,-12%&-35%,10%,0,7%,8%,u,-0.2%,-6%
Cc1cc(C(=O)Nc2ccc(F)c(Cl)c2)on1,2%,-5%,0%,6%,10,3%,4%,4%,-0.4%,5%
C=CCNCCCCOc1ccc(OCC)cc1,-76%,-5%,-7%,-7%,0,-3%,-27%,12%,0.0%,6%
CCOC(=O)C1=C(c2ccccc2)OC(N)=C(C#N)C1c1ccncc1 (stereo not given),-13%,-2%,-6%,-16%,-1,1%,17%,6%,0.4%,5%
Cc1c(C)c2cc(Cl)c(O)c(CN3CCCC(C)C3)c2oc1=O (stereo not given),0%,-7%,-15%,-1%,-7,10%,-5%,13%,0.0%,-9%
CCOc1cccc(NC(=O)CSc2nc(C)c3c(c2C#N)CCCC3)c1,-8%,-2%,12%,-4%,1,4%,u,u,-0.1%,5%
O=C(Cc1ccccc1[N+](=O)[O-])NCCSCc1c(F)cccc1Cl,-2%,-7%,38%,-3%,u,-6%,-20%,-11%,-0.2%,-1%
Cc1ccccc1-c1nc(CN2CCC(C(=O)NCCCN3CCOCC3)CC2)c(C)o1,-9%,-15%,-7%,9%,1,0%,-6%,-1%,-0.5%,u
O=C(C1CCN(S(=O)(=O)c2ccccc2)CC1)N1CCCCC1,-5%,-1%,-13%,-2%,3,-7%,-34%,4%,-0.1%,0%
O=C(Nc1ccc(N2CCOCC2)cc1N1CCOCC1)c1ccccc1,6%[46.1 µM],11%,-11%,x,x,-7%,16%,u,2.8%,-3%
CC(C)C(NC(=O)c1ccccc1F)C(=O)NCCCn1ccnc1 (stereo not given),-6%,-2%,-4%,x,x,10%,2%,-2%,-0.1%,-3%
CC(C)(C)c1ccc(C(=O)N2CCN(CCNC(=O)C(=O)Nc3ccc(F)cc3)CC2)cc1,0%,-7%,-20%,-11%,17,4%,-17%,-5%,-0.8%,-9%

# Random draw from the library; overall some 3.8% were active at least once.
